Screening data from PubChem.
BAP1 inh: inhibitors of human BAP1 deubiquitinase. Q92560. actives 0.48% (n = 72,000). recombinant BAP1, Ub-AMC hydrolysis fluorescence kinetic; stronger effect = lower value. activity remaining (% of control), % at 20 µM. AID 436;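 active means activity remaining at or below 50% of control, provided the compound also passes the data quality filters; inactive means the rest, including low values that fail the filters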;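 further: 100% = DMSO wells rate and 0% = substrate alone blank rate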
Target sequence (Q92560 whole entry, looked up): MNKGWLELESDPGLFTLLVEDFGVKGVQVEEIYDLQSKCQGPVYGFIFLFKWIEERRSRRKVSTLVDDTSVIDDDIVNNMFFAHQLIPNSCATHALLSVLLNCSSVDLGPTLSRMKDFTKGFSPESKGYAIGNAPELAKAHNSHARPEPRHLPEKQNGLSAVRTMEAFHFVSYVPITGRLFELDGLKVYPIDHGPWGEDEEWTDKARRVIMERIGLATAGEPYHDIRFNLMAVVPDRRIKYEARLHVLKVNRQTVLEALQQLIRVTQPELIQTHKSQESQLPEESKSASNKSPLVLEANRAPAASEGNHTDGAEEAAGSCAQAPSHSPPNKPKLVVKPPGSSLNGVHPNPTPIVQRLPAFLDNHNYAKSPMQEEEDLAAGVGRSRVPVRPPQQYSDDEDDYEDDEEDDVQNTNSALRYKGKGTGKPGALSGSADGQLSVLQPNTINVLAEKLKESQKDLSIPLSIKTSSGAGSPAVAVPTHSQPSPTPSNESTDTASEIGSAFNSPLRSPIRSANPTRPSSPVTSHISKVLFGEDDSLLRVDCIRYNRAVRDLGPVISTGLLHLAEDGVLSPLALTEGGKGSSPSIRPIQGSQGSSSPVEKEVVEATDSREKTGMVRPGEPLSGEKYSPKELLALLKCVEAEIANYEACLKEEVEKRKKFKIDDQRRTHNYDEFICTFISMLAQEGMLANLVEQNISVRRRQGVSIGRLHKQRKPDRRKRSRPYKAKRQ
HePTP inh: blocks human HePTP tyrosine phosphatase. P35236. actives 0.64% (n = 110,000). AID 521. inhibition, % at 20 µM. recombinant HePTP phosphatase activity, OD absorbance; in the data active means inhibition above about 50%;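 further: plate controls were vehicle for no effect and reference inhibitor for full effect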
Target sequence (P35236 whole entry, looked up): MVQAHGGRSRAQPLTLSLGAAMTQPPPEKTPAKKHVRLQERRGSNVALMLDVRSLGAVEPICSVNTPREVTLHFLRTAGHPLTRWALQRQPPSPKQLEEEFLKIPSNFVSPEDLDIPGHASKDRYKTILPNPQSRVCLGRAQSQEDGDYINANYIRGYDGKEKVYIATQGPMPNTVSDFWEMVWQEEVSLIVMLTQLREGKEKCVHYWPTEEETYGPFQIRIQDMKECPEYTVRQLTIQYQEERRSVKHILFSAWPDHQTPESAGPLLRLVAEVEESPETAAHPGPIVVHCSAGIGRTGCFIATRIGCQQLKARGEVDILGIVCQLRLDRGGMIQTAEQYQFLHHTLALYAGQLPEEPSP
* hit, by the source's call; · = no result given; & = joins results of further samples.

BAP1 inh | HePTP inh | SMILES
· | -8 | C=CCc1cccc2cc(C(=O)OCc3ccccc3)c(=O)oc12
77 | 10 | CC1(C)CC(=O)C(/C=N/c2ncccc2C(=O)O)=C(O)C1
117 | 3 | Cc1cc(C)c2c(CN3CCN(Cc4ccc5c(c4)OCO5)CC3)cc(=O)oc2c1
91 | 20 | CCOc1ccc(/C=c2\sc3nc(-c4ccco4)nn3c2=O)cc1OCC
99 | 2 | O=C(NCC(=O)N1CCCC1C(=O)O)OC1CCCCC1 (stereo not drawn)
· | -5 | Cc1cccc(-n2c(C)cc(/C=N\NC(=O)c3ccco3)c2C)c1
74 | · | O=C(c1ccc(OCCN2CCCCC2)cc1)c1c(-c2ccc(O)cc2)sc2cc(O)ccc12
· | 6 | Cc1ccc(C)c(NC(=O)COc2cccc(C)c2C)c1
· | -2 | CCCc1ccc(-c2ccc(-c3nc(-c4ccccn4)no3)cc2)cc1
99 | 12 | Cc1[nH]c(=O)[nH]c(=O)c1S(=O)(=O)NCCOC12CC3CC(CC(C3)C1)C2
104 | -8&4 | Cc1cccc(Cl)c1OCCCCn1ccnc1
112 | · | Cc1nnc(SCC(=O)N2CCC(Cc3ccccc3)CC2)n(N)c1=O
78 | 6 | CCN(CC)C(=O)CSc1nc2sc(C)c(C)c2c(=O)[nH]1
· | 3 | O=C(Nc1ccc(N=Cc2ccc([N+](=O)[O-])cc2)cc1)c1ccccc1Br
112 | 1 | CCCS(=O)(=O)N1CCCC(C(=O)NCCN2CCOCC2)C1 (stereo not drawn)
· | -6 | O=C(CCC1CCCCC1)Nc1ccncc1
96 | 2 | O=C(CSc1nnc2scc(-c3ccccc3)n12)c1ccc2c(c1)OCCO2
96 | 3 | Cc1cc(NC(=O)CSc2nnc(COc3cccc(C)c3C)n2Cc2ccco2)no1
· | -4 | COC(=O)c1c(C)oc2ccc(OC/C=C/c3ccccc3)cc12
· | -17 | Cc1ccc2nsnc2c1NC(=O)c1ccccc1F
96 | 4 | COc1ccc(CC(=O)NC(CC(=O)O)c2ccc(OC)cc2)cc1 (stereo not drawn)
93 | 6 | Cc1ccc(OCC(=O)Nc2ccc3c(c2)nc2n3CCOC2)cc1
· | 6 | CCCCCOC(=O)CCCN1C(=O)S/C(=C/c2ccc(OC)cc2)C1=S
88 | 8 | O=S(=O)(NCCCN1CCN(c2ccccc2F)CC1)c1cccc2cccnc12
108 | 5 | S=c1[nH]nc(C23CC4CC(CC(C4)C2)C3)n1Cc1ccco1
101 | 4 | CCC(C(=O)NC(C)CCc1ccco1)n1nc(C)n2c(cc3occc32)c1=O (stereo not drawn)
94 | 5 | COc1cccc(N2C(=O)CC(N3CCN(S(=O)(=O)c4ccccc4)CC3)C2=O)c1 (stereo not drawn)
72 | · | CN1C2C=C(N(CCc3ccccc3)C(=O)c3ccccc3)CC1CC2 (stereo not drawn)
100 | · | O=c1[nH]c(=O)n([C@H]2C[C@H](O)[C@@H](CO)O2)cc1/C=C/Br
· | 3 | CC(=O)C1=C(O)C(=O)N(CCN2CCNCC2)C1c1ccc(Br)cc1 (stereo not drawn)
94 | -1 | CCOc1ccccc1-n1c(SCC(N)=O)nnc1-c1ccccc1
62 | · | CCOc1ccc(NC(=O)c2ccc(C(C)(C)C)cc2)cc1
102 | 1 | COc1cccc(CNC(=O)C2CCCN(S(=O)(=O)c3c(C)n[nH]c3C)C2)c1 (stereo not drawn)
· | -13 | COc1cccc(CN2CCN(Cc3ccccc3[N+](=O)[O-])CC2)c1OC
· | 67* | Cc1ccc(N2NC(=O)/C(=C/c3ccc4c(c3)OCO4)C2=O)cc1Cl
· | -12 | O=C(/C=C/c1ccccc1)NC(=S)Nc1cc(Cl)ccc1Cl
80 | 3 | Cc1ccc2[nH]c(=O)c(C(c3nnnn3C3CCCC3)N(Cc3cccnc3)Cc3ccco3)cc2c1 (stereo not drawn)
89 | 8 | Cc1occc1-c1nnc(SCC(=O)Nc2ccccc2)n1Cc1ccccc1
· | -4 | CCC(=O)NC(Nc1ccc(F)c(Cl)c1)(C(F)(F)F)C(F)(F)F
95 | · | CC(=O)N1CCN(c2ccc(OC[C@H]3CO[C@](Cn4ccnc4)(c4ccc(Cl)cc4Cl)O3)cc2)CC1
109 | 0 | CC1(C)CC(NC(=O)c2coc(=O)c(Br)c2)CC(C)(C)N1
· | -13 | c1ccc(-c2n[nH]c(C3COc4ccccc4O3)c2-c2nc3ccccc3[nH]2)cc1 (stereo not drawn)
88 | 6 | CCOC(=O)N1CCC(NC(=O)CCC(=O)N2CCOc3ccccc32)CC1
85 | -9 | Cc1ccc(C)c(N2CCN(C(=O)C3CCCN(S(=O)(=O)c4cnc[nH]4)C3)CC2)c1 (stereo not drawn)
· | 6 | O=C1NC(=O)N(c2ccccc2)C(=O)/C1=C\c1ccc(-c2ccc([N+](=O)[O-])cc2)o1
96 | 1 | CC(C)(C)NC(=O)CSc1nnc(-c2ccco2)n1Cc1ccco1
· | 3 | O=C(c1cc2ccccc2oc1=O)N1CCN(CCc2ccccc2)CC1
123 | · | O=[N+]([O-])c1ccccc1Oc1cccc(Oc2ccccc2[N+](=O)[O-])c1
99 | 6 | CCc1nnc(NC=C2C(=O)OC(C)(C)OC2=O)s1
105 | 5 | CC(=O)/C(C(=N)N1CCN(c2cccc(Cl)c2)CC1)=C(\C)O
· | 2 | CC(=O)C1=C(O)C(=O)N(CCN2CCNCC2)C1c1cccc(F)c1 (stereo not drawn)
109 | 6 | COc1cc(C2NC(=O)N(C)C3=C2C(=O)CCC3)cc(OC)c1OC (stereo not drawn)
· | 9 | CCOc1ccc(NC(=O)c2sc3ccccc3c2Cl)c([N+](=O)[O-])c1
87 | 8 | O=S1(=O)NC(=NCc2ccco2)c2ccccc21
102 | -7 | COc1ccc(S(=O)(=O)Cc2ccc(C(=O)N3CCN(c4ccccc4F)CC3)o2)cc1
· | 4 | COc1ccc(-c2nsc3c(N4CCN(C(=O)c5ccco5)CC4)ncnc23)cc1
· | 0 | Cc1ccc(N(CC(=O)Nc2cccc3cccnc23)S(=O)(=O)c2ccc(C)cc2)cc1
· | 9 | Cc1ccc(N2CCN(C(=S)c3ccc(-c4cccc([N+](=O)[O-])c4)o3)CC2)cc1
106 | 6 | CCOC(=O)N1CCN(C(=O)c2ccc(Cl)c(S(=O)(=O)N3CCOCC3)c2)CC1
85 | 2 | CN1CCN(c2ccc(NC(=O)COc3ccc(Cl)cc3Cl)cc2)CC1

Carrying on:
BAP1 inh | HePTP inh | SMILES
· | 14 | CCOc1ccc(N2C(=O)/C(=C/c3ccc(C(=O)O)cc3)SC2=S)cc1
94 | 12 | Nc1nnc(SCC(=O)N2CCN(c3ccccc3)CC2)n1-c1ccccc1
· | -3 | O=C1C(=O)N(c2nccs2)C(c2cccc(Br)c2)/C1=C(\O)c1ccc(Cl)cc1 (stereo not drawn)
· | 9 | Cc1ccc(OCC(=O)N/N=C\c2ccc(-c3ccc([N+](=O)[O-])cc3)o2)cc1
50 | · | CCOC(=O)C1CCN(C(=O)c2c(OC)cccc2OC)CC1
· | -4 | COc1ccc(Cl)cc1/C=C(/C#N)C(=O)Nc1cccc(Br)c1
· | -1 | COC(=O)C1=C(C)NC2=C(C(=O)CC(C)(C)C2)C1c1ccccc1I (stereo not drawn)
105 | 2 | CCCNS(=O)(=O)c1ccc(CCC(=O)N2CCCCC2)cc1
· | -5 | O=C1c2cccc([N+](=O)[O-])c2C(=O)N1c1nc(-c2ccccc2)cs1
86 | -5 | COCCn1nnnc1C(c1ccc2ncccc2c1)N1CCc2ccccc21 (stereo not drawn)
· | 9 | COc1cc(N/N=C(\C)c2ccc(I)cc2)ncn1
· | -8 | Cc1c(N2C(=O)CSC2c2ccccc2Cl)c(=O)n(-c2ccccc2)n1C (stereo not drawn)
· | 3 | COCCn1c(=O)[nH]c2cc(C(=O)NCCN3CCN(c4ccc(OC)cc4)CC3)ccc2c1=O
· | 8 | CC(/C=N\NC(=O)c1cc(C(C)(C)C)[nH]n1)=C\c1ccccc1
98 | -2 | CCN1C(=O)CS/C1=N\c1nccs1
125 | 4 | N#CCSc1nnc(CNc2cccc(Cl)c2)o1
· | -3 | O=C(NCC1CCCO1)c1ccc(Cl)cc1 (stereo not drawn)
54 | -1 | O=c1cc(CN2CCc3ccccc32)nc2sccn12
101 | -8&-17 | O=C1N2CN(C(c3ccccc3)c3ccccc3)CN=C2SC1(CO)CO
· | 0 | Cc1cc(Nc2ccccc2)nc(N)n1
70 | 2 | COc1ccc(CCN(Cc2cccs2)S(=O)(=O)c2ccc(-n3cnnn3)cc2)cc1OC
· | -6 | CN(C)C(=O)/C(C#N)=C\c1ccc(-c2ccc(S(N)(=O)=O)cc2)o1
94 | -1 | O=S(=O)(CCn1cccc1)CCn1cccc1
58 | 2 | CCCC(=O)Nc1ccccc1NC(=O)C1CCCCC1
58 | 8 | CCOC(=O)CCc1c(C)c(C#N)c2nc3ccccc3n2c1-n1ccnc1
· | -10 | Cc1cccc(-c2cc(NC(=O)c3ccccc3[N+](=O)[O-])n[nH]2)c1
101 | 1&-3 | Fc1ccc(-c2nnc(-c3ccc(Cl)cc3)o2)cc1
· | 0 | Cc1cccc(Cc2c(C)nc3c(C(=O)NCc4ccco4)cnn3c2C)c1
· | 7 | O=C1NC(=O)N(c2ccc(Br)cc2)C(=O)/C1=C/c1cccc(O)c1
· | 2 | O=C(CCNS(=O)(=O)c1cccc2nonc12)NCc1cccs1
· | 2 | O=C(COc1ccccc1)Nc1nnc(Cc2ccccc2)s1
· | -6 | O=S(=O)(CCc1nc2ccccc2o1)c1ccc2ccccc2c1
· | 0 | COc1ccc(CC(=O)NN2C(=O)c3ccccc3C2=O)cc1
· | 0 | Cc1ccc(C(=O)Nc2sc3c(c2C#N)CCCCCC3)o1
92 | 3 | N#Cc1nc(N2CCCC2)nc(N2CCCC2)n1
· | -1 | CCc1ccc(/C(C)=N/Nc2nc(-c3ccccc3)nc(C)c2C)cc1
94 | 6 | Cc1cc(C)n(-c2ccc3cccc(NS(C)(=O)=O)c3n2)n1
114 | 14 | C=CCn1c(Br)nc2c1c(=O)[nH]c(=O)n2C
137 | 1 | Cc1nn(Cc2ccccc2)c(Cl)c1C(=O)OC1CCOC1=O (stereo not drawn)
66 | 2 | CC(=O)c1sc(N2C(=O)c3oc4ccccc4c(=O)c3C2c2ccc(C)o2)nc1C (stereo not drawn)
· | -8 | COc1cc(C2/C(=C(\O)c3ccccc3)C(=O)C(=O)N2c2cccnc2)ccc1O (stereo not drawn)
· | 0 | O=c1/c(=C/c2cccc(Br)c2)sc2nc3cc(Br)cnc3n12
96 | 9 | CCn1c(SCC(=O)NCC2CCCO2)nc2cc(S(=O)(=O)N3CCCCC3)ccc21 (stereo not drawn)
· | -5 | O=C(Nc1nc(-c2ccc([N+](=O)[O-])cc2)cs1)C1CC1c1ccccc1 (stereo not drawn)
· | 12 | CCOC(=O)c1c(NC(=O)c2ccc(OC(C)C)c(OCC)c2)sc2ccccc12
110 | 6 | COc1cc2nc(C3CC3)n(NC(=O)c3ccc(Cl)cc3)c(=O)c2cc1OC
· | 4 | C/C(NCCN1CCOCC1)=C(\C#N)C(N)=O
· | -3 | CCOC(=O)c1ccc(NC(=O)c2cc(Cl)ccc2Cl)cc1
92 | -7 | O=C1c2cccnc2C(=O)N1Cc1ccccc1
· | 4 | CCOC(=O)C(C)Oc1ccc2c(=O)c(-c3ccccc3OC)coc2c1 (stereo not drawn)
104 | 0 | Cc1c(C(=O)NC2CC2)oc2ccc(S(=O)(=O)N3CCCCCC3)cc12
97 | -5 | Cc1ccc(C)c(N2CCN(C(=O)CN(C)S(=O)(=O)c3ccc4c(c3)CCC(=O)N4)CC2)c1
· | 6 | COC(OC)c1cn(-c2ccccc2)nc1-c1ccccc1
· | -18 | COc1ccc(NC(=O)O/N=C\c2ccc(N(C)C)cc2)cc1
58&81 | -6 | N#CCCn1ncc2ccccc21
91 | -4 | Cc1ccccc1C(=O)/C=C1\NC(=O)CS1
· | 6 | NCCCSc1nc2c(c(=O)n1Cc1ccccc1)C1(CCCCC1)Cc1ccccc1-2
· | 9 | CCN(CC)c1ccc(C=Nc2ccc(I)cc2)c(O)c1

Molecules above that have a Cl atom (18):
BAP1 inh | HePTP inh | SMILES
104 | -8&4 | Cc1cccc(Cl)c1OCCCCn1ccnc1
· | 67* | Cc1ccc(N2NC(=O)/C(=C/c3ccc4c(c3)OCO4)C2=O)cc1Cl
· | -12 | O=C(/C=C/c1ccccc1)NC(=S)Nc1cc(Cl)ccc1Cl
· | -4 | CCC(=O)NC(Nc1ccc(F)c(Cl)c1)(C(F)(F)F)C(F)(F)F
95 | · | CC(=O)N1CCN(c2ccc(OC[C@H]3CO[C@](Cn4ccnc4)(c4ccc(Cl)cc4Cl)O3)cc2)CC1
105 | 5 | CC(=O)/C(C(=N)N1CCN(c2cccc(Cl)c2)CC1)=C(\C)O
· | 9 | CCOc1ccc(NC(=O)c2sc3ccccc3c2Cl)c([N+](=O)[O-])c1
106 | 6 | CCOC(=O)N1CCN(C(=O)c2ccc(Cl)c(S(=O)(=O)N3CCOCC3)c2)CC1
85 | 2 | CN1CCN(c2ccc(NC(=O)COc3ccc(Cl)cc3Cl)cc2)CC1
· | -3 | O=C1C(=O)N(c2nccs2)C(c2cccc(Br)c2)/C1=C(\O)c1ccc(Cl)cc1 (stereo not drawn)
· | -4 | COc1ccc(Cl)cc1/C=C(/C#N)C(=O)Nc1cccc(Br)c1
· | -8 | Cc1c(N2C(=O)CSC2c2ccccc2Cl)c(=O)n(-c2ccccc2)n1C (stereo not drawn)
125 | 4 | N#CCSc1nnc(CNc2cccc(Cl)c2)o1
· | -3 | O=C(NCC1CCCO1)c1ccc(Cl)cc1 (stereo not drawn)
101 | 1&-3 | Fc1ccc(-c2nnc(-c3ccc(Cl)cc3)o2)cc1
137 | 1 | Cc1nn(Cc2ccccc2)c(Cl)c1C(=O)OC1CCOC1=O (stereo not drawn)
110 | 6 | COc1cc2nc(C3CC3)n(NC(=O)c3ccc(Cl)cc3)c(=O)c2cc1OC
· | -3 | CCOC(=O)c1ccc(NC(=O)c2cc(Cl)ccc2Cl)cc1
